# Screening results from PubChem BioAssay.
# A340 absorber = compound absorbs light at 340 nm. fold change at 10 µM. compound absorbance at 340 nm, fold over control. 65,000 tested, under 10 active;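 active means at 10 µM dose, initial 340 nm absorbance at least 2 fold that of control wells; inactive means change under 2 fold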;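 further: initial absorbance extrapolated from kinetic A340 decline of NADH oxidation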
# NADH enzymes = blocks coupling enzymes of NAD/NADH assays | coupled PK/LDH NADH assays, four targets | IC50, µM (titrated, usually from 10 µM), inactives show top-dose inhibition | 0.02% of 65,000 active;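 active means single-dose screening hits from any of four coupled enzyme assays that gave an IC50 when retested across doses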;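 further: the DPM-DC format reads NADH fluorescence rather than 340 nm absorbance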
# Fluor 339 460 = intrinsic fluorescence of library compounds, ex339/em460 – biochemical, MLSMR library, data from DPM-DC assay, artefact control, profiling panel; compound autofluorescence, ex339/em460 nm, NADH buffer; stronger effect = higher value; 1 = no-compound wells, NADH background; fluorescence fold increase at 10 µM; 5.5% of 65,000 active; AID 709;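 active means at 10 µM, mean starting fluorescence two-fold or more over control wells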;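 further: signal is the first read of a kinetic run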
# tolC growth inh = growth inhibitors of E. coli BW25113 tolC mutant; OD615; 2.2% of 65,000 active; growth inhibition, % at 10 µM (by protocol);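 active means growth inhibition at or above a cutoff equal to the mean over every tested compound plus 3 SD, cut at about 60% in these data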;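 further: growth measured after 20 h incubation at 37 °C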
#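 Test system – E. coli BW25113 ΔtolC::kan, tolC deletion mutant strain · Detection – OD at 615 nm · Buffer or medium – LB with kanamycin 50 µg/mL · Times – 20 h compound exposure of bacteria at 37 °C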
# HEK293 NFkB inh = inhibitors of the PMA/ionomycin-induced NF-kB reporter in HEK293 cells. HEK-293 NF-kB luciferase reporter, luminescence. inhibition, % at 3 µM. 0.21% of 62,000 active;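 active means inhibition above the mean of all tested compounds plus 3 SD, cut at about 40% in these data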;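 further: 0% = stimulated DMSO wells and 100% = 10 µM reference inhibitor 5653914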
#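 Material: HEK-293 cells with stable firefly luciferase reporter driven by four HIV NF-kB elements / Also added: PMA plus ionomycin mix as NF-kB-activating stimulus / Compound dosing: 3 µM once, 0.30% DMSO / Times: 1 h pretreatment, 16 h stimulation, 37 °C / Signal: luminescence / Evaluation: per-plate % inhibition versus controls / Benchmarks: DMSO and 10 µM reference inhibitor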
# MMP13 inh = inhibitors of human MMP13. 0.07% of 65,000 active. inhibition, % at 4 µM. MMP-13 fTHP FRET cleavage, Mca fluorescence. P45452;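 active means inhibition above the mean of compound-free control plate wells plus 3 SD, cut at about 14% in these data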;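 further: 0% = DMSO wells and 100% = wells with reference MMP-13 inhibitor after basal subtraction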
# JNK3 inh = JNK3 (human) kinase inhibition; inhibition, % at 8 µM; AID 746; 0.61% of 60,000 active; P53779; purified JNK3 kinase activity, HTS; in the data active means inhibition above about 17%;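 further: 0% = DMSO and 100% = reference inhibitor; many of its hits are not listed in these tables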
# Target sequence (P53779 whole entry, looked up): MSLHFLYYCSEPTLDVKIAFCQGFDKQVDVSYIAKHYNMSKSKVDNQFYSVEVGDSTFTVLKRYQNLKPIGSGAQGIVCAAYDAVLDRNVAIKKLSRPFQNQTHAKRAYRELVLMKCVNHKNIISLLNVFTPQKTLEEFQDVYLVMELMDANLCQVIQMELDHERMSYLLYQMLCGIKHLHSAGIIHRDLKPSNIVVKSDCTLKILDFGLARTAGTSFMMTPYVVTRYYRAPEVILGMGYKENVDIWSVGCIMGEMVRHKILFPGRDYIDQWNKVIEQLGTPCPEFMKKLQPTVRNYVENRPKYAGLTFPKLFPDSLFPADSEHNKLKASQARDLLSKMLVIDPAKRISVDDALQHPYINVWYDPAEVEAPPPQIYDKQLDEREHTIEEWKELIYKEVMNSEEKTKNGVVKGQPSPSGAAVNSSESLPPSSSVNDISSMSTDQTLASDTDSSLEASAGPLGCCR
# PKA inh = PKA (human) kinase inhibition; P17612; PKA Kemptide phosphorylation, Kinase-Glo ATP luminescence; inhibition, % at 6 µM; 0.1% of 65,000 active;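 active means inhibition above the screen-wide mean inhibition plus 3 SD, cut at about 21% in these data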; further: many of its hits are not listed in these tables
# ROCK2 blocker = inhibitors of human Rho kinase 2; O75116; purified ROCK2, Kinase-Glo ATP depletion luminescence; inhibition, % at 6 µM; 0.35% of 60,000 active; AID 604;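 active means inhibition above the screen-wide mean inhibition plus 3 SD, cut at about 18% in these data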;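 further: plate controls were DMSO wells for no effect and Y-27632 control wells after no-enzyme background subtraction for full effect; many of its hits are not listed in these tables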
# * = called active by the depositor; / = not tested or not shown. A portion of the library; count on the stated rates, not on these rows.
SMILES,A340 absorber,NADH enzymes,Fluor 339 460,tolC growth inh,HEK293 NFkB inh,MMP13 inh,JNK3 inh,PKA inh,ROCK2 blocker
Nc1nnc(CCN2CCCCC2)s1,0.97,7%,1.1,-4,15,-3,2,7,6
O=C1C2CCCN2C(c2cccnc2)N1c1cccc(Cl)c1 (configuration not stated),1,4%,1.1,-11,9,6,-1,-6,3
Cc1ccc2c(c1)C1CN(C)CCC1N2C(=O)c1ccc(Br)o1 (configuration not stated),1.1,6%,1,-16,12,6,/,4,/
CCC(=NCCCN(C)C)c1c(O)n(-c2ccc(OC)cc2)c(=O)[nH]c1=O,1,11%,1.1,-14,18,3,-1,7,4
CCOC(=O)N(c1ccccc1)P1(=S)OCCO1,0.97,9%,1.1,-9,3,-8,2,3,2
COc1cc(OC)cc(-n2nc(C(=O)N3CCC4(CC3)OCCO4)c3ccccc3c2=O)c1,1,3%,1.1,-5,-9,-4,2,7,6
O=C(NC1CC1)C1CSC(c2cccnc2)=N1 (configuration not stated),1.1,2%,1.2,-10,12,1,/,1,/
O=c1[nH]c(=O)n(Cc2ccccc2)c(O)c1C=NCCCO,0.99,2%,1,-16,-5,1,2,0,2
O=C(Nc1cccnc1)c1c(O)c2c(n(Cc3ccccc3)c1=O)CCCC2,1.1,3%,1.1,36,-4,5,-1,-8,-4
Cn1c(C(=O)O)c(CC(=O)N2CCN(Cc3ccccc3)CC2)c2ccccc21,0.99,6%,1.1,-11,24,-9,-4,2,2
Cc1ccccc1N1C(=O)CC(=O)NC1=O,1.1,1%,1.1,-18,5,-2,2,0,1
Cc1ccc2nc(-c3ccncc3)cc(C(=O)N3CCC4(CC3)OCCO4)c2c1,1.1,2%,1.2,10,7,-1,12,10,8
Cn1ccnc1P(=S)(c1nccn1C)c1nccn1C,1,3%,1.1,-16,-2,1,5,9,6
CC(=NCC1CCCO1)c1c(O)n(-c2ccc(Cl)cc2)c(=O)[nH]c1=O (configuration not stated),1,6%,1.1,-11,19,5,-7,4,-5
CCCCOc1ccc(CC2C(=O)N(C)C(=O)N(C)C2=O)cc1,1,0%,1.1,-3,9,-4,-3,-9,0
Cc1ccc(-n2nc(C)c3c2NC(=O)CSC3c2ccc3c(c2)OCO3)cc1 (configuration not stated),0.99,5%,1.2,8,19,2,/,6,/
Clc1ccc(COC(Cn2ccnc2)c2ccc(Cl)cc2Cl)cc1 (configuration not stated),0.99,4%,1,100*,/,-2,5,-11,-11
CC(C)c1cccc(C(C)C)c1OCCn1ccnc1,1,5%,1,50,15,2,5,9,5
CN(C)c1ccc(CN2CC=C(c3ccc(F)cc3)CC2)cc1,1,7%,1,11,12,6,-3,-6,3
O=C1NCCN2CCCC12 (configuration not stated),1,4%,1.1,10,/,-6,-10,5,5
COC1=CC(=O)OC(/C=C/c2ccccc2)C1 (configuration not stated),0.99,3%,1,10,/,-1,0,-3,0
CN(C)[C@@H]1C(=O)C(C(N)=O)=C(O)[C@@]2(O)C(=O)C3=C(O)c4c(O)cccc4[C@@](C)(O)[C@H]3C[C@@H]12,1,4%,1.2,12,/,1,0,0,0
CCCCCP(=O)(O)c1ccccc1,1.1,6%,1.1,16,-7,-1,3,3,3
Cn1c[n+](C)cc1C(O)c1ccccc1 (configuration not stated),1,4%,1.1,-11,1,-10,-9,13,7
CC12CN3CC(C)(CN(C1)C31CCSCC1)C2=O,0.99,7%,1.1,-9,0,-6,5,7,3
COc1ccc(OCC(=O)N2CCN(Cc3c[nH]c4ccccc34)CC2)cc1,1,14%,0.91,-5,23,0,-4,2,-1
CC(=O)Nc1ccc(OC(=O)N(C)c2ccccc2)cc1,1,4%,1.1,1,11,1,0,-3,0
O=c1[nH]c(=O)n(C2CCCCCC2)c(O)c1C=NCCCN1CCOCC1,1,4%,1.1,-19,4,6,0,-6,-6
Cc1ccc(C2N(c3cc(C)on3)C(=O)C3CCCN32)cc1 (configuration not stated),1,3%,1.1,10,5,0,-4,-1,1
Cc1ccc2c(c1)C(c1ccccc1)NCC(=O)N2 (configuration not stated),1,6%,1.1,-5,9,-14,3,2,4
CCOc1cccc(C2NCc3ccccc3-n3cccc32)c1O (configuration not stated),1,7%,1.1,32,17,0,-2,0,4
c1ccc(C2CC3CC4(CCCC4)N2O3)cc1 (configuration not stated),0.99,1%,1.1,-3,15,1,1,4,2
CN1CCC(OC(=O)C2c3ccccc3Oc3ccccc32)CC1,0.98,2%,1.1,9,/,-3,-1,1,3
CN1CCN(C(=O)Cc2nc3ccccc3[nH]2)CC1,0.99,5%,1.1,-24,-5,-1,-2,4,9
COc1ccc(Cn2c(O)c(C=NCCCn3ccnc3)c(=O)[nH]c2=O)cc1,1,2%,1.1,14,/,8,-3,3,-7
CN1C(=O)C(Cc2c[nH]c3ccccc23)C(=O)N(C)C1=O,1,11%,1.1,-1,5,-5,-3,7,8

# 17 structures from above, sorted by SMILES length, ascending.
SMILES,A340 absorber,NADH enzymes,Fluor 339 460,tolC growth inh,HEK293 NFkB inh,MMP13 inh,JNK3 inh,PKA inh,ROCK2 blocker
O=C1NCCN2CCCC12 (configuration not stated),1,4%,1.1,10,/,-6,-10,5,5
CCCCCP(=O)(O)c1ccccc1,1.1,6%,1.1,16,-7,-1,3,3,3
Cn1c[n+](C)cc1C(O)c1ccccc1 (configuration not stated),1,4%,1.1,-11,1,-10,-9,13,7
O=C(NC1CC1)C1CSC(c2cccnc2)=N1 (configuration not stated),1.1,2%,1.2,-10,12,1,/,1,/
CC(C)c1cccc(C(C)C)c1OCCn1ccnc1,1,5%,1,50,15,2,5,9,5
Cn1ccnc1P(=S)(c1nccn1C)c1nccn1C,1,3%,1.1,-16,-2,1,5,9,6
CN1CCN(C(=O)Cc2nc3ccccc3[nH]2)CC1,0.99,5%,1.1,-24,-5,-1,-2,4,9
CC(=O)Nc1ccc(OC(=O)N(C)c2ccccc2)cc1,1,4%,1.1,1,11,1,0,-3,0
O=C1C2CCCN2C(c2cccnc2)N1c1cccc(Cl)c1 (configuration not stated),1,4%,1.1,-11,9,6,-1,-6,3
O=c1[nH]c(=O)n(Cc2ccccc2)c(O)c1C=NCCCO,0.99,2%,1,-16,-5,1,2,0,2
Cc1ccc(C2N(c3cc(C)on3)C(=O)C3CCCN32)cc1 (configuration not stated),1,3%,1.1,10,5,0,-4,-1,1
Cc1ccc2c(c1)C1CN(C)CCC1N2C(=O)c1ccc(Br)o1 (configuration not stated),1.1,6%,1,-16,12,6,/,4,/
O=C(Nc1cccnc1)c1c(O)c2c(n(Cc3ccccc3)c1=O)CCCC2,1.1,3%,1.1,36,-4,5,-1,-8,-4
COc1ccc(Cn2c(O)c(C=NCCCn3ccnc3)c(=O)[nH]c2=O)cc1,1,2%,1.1,14,/,8,-3,3,-7
Cn1c(C(=O)O)c(CC(=O)N2CCN(Cc3ccccc3)CC2)c2ccccc21,0.99,6%,1.1,-11,24,-9,-4,2,2
CCC(=NCCCN(C)C)c1c(O)n(-c2ccc(OC)cc2)c(=O)[nH]c1=O,1,11%,1.1,-14,18,3,-1,7,4
COc1cc(OC)cc(-n2nc(C(=O)N3CCC4(CC3)OCCO4)c3ccccc3c2=O)c1,1,3%,1.1,-5,-9,-4,2,7,6

# (next part)
SMILES,A340 absorber,NADH enzymes,Fluor 339 460,tolC growth inh,HEK293 NFkB inh,MMP13 inh,JNK3 inh,PKA inh,ROCK2 blocker
O=C(CNS(=O)(=O)c1ccc(Br)s1)N1CCC2(CC1)OCCO2,1,5%,1.1,-6,15,-2,3,-7,-2
COc1ccc(CN2CCN(c3ccccc3)CC2)c(C)c1C,1.1,24%,1.1,-5,4,-1,-6,0,0
COc1ccc(OC)c(C(O)C(C)N)c1 (configuration not stated),0.99,3%,1,4,/,-2,3,2,5
Cc1cccc(CS(=O)(=O)Cc2ccc(C(=O)N3CCC4(CC3)OCCO4)o2)c1,0.98,3%,1.1,-31,18,0,-3,6,6
N#Cc1cc2c(nc1SCC(=O)Nc1ccc(Cl)cc1)C1CCN2CC1,1,9%,1.1,-12,5,-9,9,1,-2
O=C(C(Cc1ccccc1)NS(=O)(=O)c1cccc2nsnc12)N1CCC2(CC1)OCCO2 (configuration not stated),1,7%,1.1,7,23,-1,-1,-1,-5
O=C1CC(=O)N(c2ccc3c(c2)OCO3)C(=O)N1,1,5%,1.1,-14,11,-3,2,3,7
CC(C)c1ccc(OCC(=O)N2CCN(C)CC2)c(Br)c1,1.1,3%,1.1,-2,7,2,0,10,6
CN1CCN(CC(=O)Nc2ccc(Cl)cc2C(=O)c2ccccc2)CC1,1.1,8%,1.1,-9,8,0,2,4,6
CCOC(=O)C1=C(N)Oc2cc(C)oc(=O)c2C12C(=O)N1c3c(cc(OC)cc32)C(C)=CC1(C)C (configuration not stated),1.1,3%,1.1,20,-8,3,4,6,4
CCN(c1ccc(C(O)(C(=O)OC)C(F)(F)F)cc1)S(=O)(=O)c1ccccc1 (configuration not stated),1,4%,1,18,20,5,5,9,2
Cc1cccc(C2=NCC(=O)N(CC(=O)NCc3ccco3)c3sc4c(c32)CCCC4)c1,1,5%,1.1,25,13,3,1,-2,7

# Record cards, as listed above.
# Cc1cccc(CS(=O)(=O)Cc2ccc(C(=O)N3CCC4(CC3)OCCO4)o2)c1 in the list: A340 absorber: 0.98; NADH enzymes: 3%; Fluor 339 460: 1.1; tolC growth inh: -31; HEK293 NFkB inh: 18; MMP13 inh: 0; JNK3 inh: -3; PKA inh: 6; ROCK2 blocker: 6
# CN1CCN(CC(=O)Nc2ccc(Cl)cc2C(=O)c2ccccc2)CC1 in the list: A340 absorber: 1.1; NADH enzymes: 8%; Fluor 339 460: 1.1; tolC growth inh: -9; HEK293 NFkB inh: 8; MMP13 inh: 0; JNK3 inh: 2; PKA inh: 4; ROCK2 blocker: 6

# (more compounds)
SMILES,A340 absorber,NADH enzymes,Fluor 339 460,tolC growth inh,HEK293 NFkB inh,MMP13 inh,JNK3 inh,PKA inh,ROCK2 blocker
O=C(CN1CCN(Cc2cccc(Cl)c2)C1=O)N1CCC2(CC1)OCCO2,1,2%,1.1,-11,18,0,/,-8,/
Cc1cccc(-n2c(O)c(C=NCCCN3CCOCC3)c(=O)[nH]c2=O)c1C,1,2%,1.1,-6,7,2,-5,3,4
NCC1(CC(=O)O)CCCCC1,0.97,1%,1,4,/,-2,-5,-2,0
CCC(=O)N1c2ccc(S(=O)(=O)CCC(=O)N3CCC4(CC3)OCCO4)cc2CC1C (configuration not stated),1,4%,1.1,-23,-7,-6,-1,10,7
C[C@H]1CCCC(=O)CCC/C=C/c2cc(O)cc(O)c2C(=O)O1,0.98,2%,1.2,29,13,2,/,8,/
CCN(CC)c1ccc(CC2C(=O)N(C)C(=O)N(C)C2=O)cc1,1.1,2%,1,2,7,-5,2,11,4
O=c1cccc2n1CC1CC2CN(c2ncnc3c2cnn3-c2ccccc2)C1 (configuration not stated),1,9%,1.1,-6,4,-7,/,4,/
O=C(c1cc(-c2cccnc2)nc2ccc(Cl)cc12)N1CCC2(CC1)OCCO2,1.1,3%,1.1,12,7,-2,-8,14,9
CCOc1ccccc1N=C1SCCCN1C,1,2%,1.1,-9,8,-3,3,6,0
Cc1ccc(C)c(C2(O)CC(C)N(C)CC2C)c1 (configuration not stated),1,2%,1,-4,/,6,1,7,1
CCOP(=O)(C#CC(C)(C)C)C(O)(c1ccccc1)C(F)(F)F (configuration not stated),1,2%,1.1,12,3,-6,1,5,2
Cc1cccnc1-n1c(CN2C(=O)c3ccccc3C2=O)nc2ccccc2c1=O,1,1%,1.1,-12,9,3,0,14,10
Cc1ccc(OCC(=O)N2CCN(CC3CC4C=CC3C4)CC2)cc1 (configuration not stated),1.1,8%,1.2,13,11,5,2,3,-1
